KOR beta-arrestin-1: KOR antagonists, beta-arrestin recruitment, cell-based, luminescence, uHTS (AID 1778); KOR beta-arrestin recruitment, luminescence, antagonist mode; higher % means a stronger effect; inhibition, % at 10 µM; hits with a dose series show IC50 in µM; actives 0.091% (n = 290,000); in the data active = inhibition above about 50%; also: strong numbers were not always called active
GPR55 beta-arrestin: GPR55 agonists via beta-arrestin recruitment, primary screen, imaging, U2OS cells, beta-arrestin-GFP redistribution (AID 1961) | U2OS GPR55 beta-arrestin-GFP redistribution imaging; higher % means a stronger effect | activation, % at 10 µM, or EC50 in µM where a hit was titrated | actives 0.048% (n = 290,000);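 active = activation above 40% with more than 50 cells counted in the well; inconclusive = wells holding fewer than 50 cells, flagged as toxic or sparse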;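 also: U2OS osteosarcoma cells stably expressing GPR55 and beta-arrestin-GFP; plate controls were DMSO negative control for no effect and LPI positive control for full effect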
GPR35 arrestin U2OS: inhibition of zaprinast-stimulated GPR35 beta-arrestin translocation – imaging, U2OS, beta-arrestin-GFP, zaprinast agonist, primary screen (AID 2058) | U2OS GPR35 beta-arrestin-GFP translocation imaging, zaprinast antagonism; higher % means a stronger effect | inhibition, % at 10 µM; hits with a dose series show IC50 in µM | actives 0.052% (n = 290,000);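 active = inhibition of at least 50% with at least 30 cells and total cytoplasm GFP at most 10,000,000; inconclusive = under 30 cells or total GFP of 10,000,000 plus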
West Nile virus CPE: West Nile virus antiviral activity, cell-based, CPE readout (AID 1621); West Nile virus-infected cells, CPE inhibition; higher % means a stronger effect; CPE inhibition, % at 10 µM; hits with a dose series show IC50 in µM; actives 0.02% (n = 290,000); in the data active = a potency from the dose series; inconclusive = CPE inhibition mostly from about 3.7% at the one dose, without a potency; inactive = the rest, 99 in 100 with CPE inhibition below about 2.2%; also: strong numbers were not always called active
NOD1 inhibition: NOD1 signaling inhibitors, primary screen, cell-based, luminescence, uHTS (AID 1578) | NOD1-driven NF-kB luciferase reporter cells, luminescence; higher % means a stronger effect | one-dose inhibition, % at 4 µM; EC50 in µM for titrated hits | actives 1% (n = 290,000); in the data active = inhibition mostly above about 36%, no sharp cut-off; inactive = mostly below about 34%;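 also: HEK-293T reporter cells stimulated with the NOD1 agonist gamma-tri-DAP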
KOR beta-arrestin-2: kappa opioid receptor activators – cell-based, luminescence, uHTS, primary screen (AID 1777). activation, % at 10 µM, or EC50 in µM where a hit was titrated. KOR beta-arrestin recruitment, luminescence; higher % means a stronger effect. actives 0.02% (n = 280,000); in the data active = activation above about 50%, passing the limit was not always enough; also: a part of the inactive calls stands beside numbers as strong as those of hits
Dengue-2 NS5 capping: Dengue-2 NS5 methyltransferase inhibitors, primary screen, biochemical, confirmation dose response (AID 588689). Dengue-2 NS5 methyltransferase capping enzyme assay, biochemical; higher % means a stronger effect. actives 0.3% (n = 340,000). inhibition, % at 25 µM, or IC50 in µM where a hit was titrated; in the data active = a potency from the dose series; inconclusive = inhibition above about 29% without an active follow-up result
GPR55 antagonists: inhibition of LPI-stimulated GPR55 beta-arrestin translocation – imaging, U2OS, beta-arrestin-GFP, LPI agonist, primary screen (AID 2013). actives 0.13% (n = 290,000). U2OS GPR55 beta-arrestin-GFP translocation imaging, LPI antagonism; higher % means a stronger effect. inhibition, % at 10 µM; hits with a dose series show IC50 in µM;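 active = spots per cell inhibited over 60%, with over 100 cells counted and total cytoplasm intensity under 500,000; inconclusive = wells with under 100 cells, flagged as likely toxic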;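 also: U2OS cells stably carrying GPR55 and arrestin-GFP stimulated by 5 µM LPI near EC80; imaged beta-arrestin-GFP aggregate spots per cell after agonist stimulation; plate controls were LPI-stimulated DMSO wells for no effect and DMSO wells without LPI for full effect; some results filed as inactive read as strong as hits; confirmed hits need IC50 under 10 µM and bright autofluorescent wells are also inconclusive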
HIV fusion peptide: cell-free HIV fusion peptide-binding blockers – biochemical, uHTS, fluorescence dequenching, primary screen (AID 1986); actives 0.3% (n = 290,000); one-dose inhibition, % at 20 µM; IC50 in µM for titrated hits; cell-free peptide binding, fluorescence dequenching, 30 min; higher % means a stronger effect; in the data active = inhibition mostly above about 52%, no sharp cut-off; inactive = mostly below about 76%; also: some results filed as inactive read as strong as hits
Dengue-2 NS5 capping pilot replicate: further read-out of Dengue-2 NS5 capping, marked with its call; inhibition, %; measured here: pilot screen replicate inhibition
* marks the source's active call; other numbers are inactive results; ? = inconclusive; / = no result given; [ ] = another dose, or the depositor's remark.

SMILES	KOR beta-arrestin-1	GPR55 beta-arrestin	GPR35 arrestin U2OS	West Nile virus CPE	NOD1 inhibition	KOR beta-arrestin-2	Dengue-2 NS5 capping	GPR55 antagonists	HIV fusion peptide	others
Cc1cc(=O)cc(C)n1-c1ccc(O)cc1	2.5%	-0.3%	-12.7%	1.5%	-20.9%	-3.9%	-4.7%	0.8%	1.0%
CSc1ccc(/C=C(/NC(=O)c2ccco2)C(=O)NCc2ccco2)cc1	-24.9%	-0.1%	1.7%	0.3%	-34.3%	5.4%	-7.2%	2.5%	0.7%
O=C(Oc1ccc(-c2nnco2)cc1)N(c1ccccc1)c1ccccc1	-15.0%	0.2%	1.5%	-0.1%	-19.6%	-1.1%	3.7%	70.2%	-3.1%
Cc1cccc(NC(=O)Nc2ccc(Br)cc2)n1	-17.7%	-0.1%	5.4%	0.2%	-7.0%	-5.0%	6.5%	9.2%	-0.4%
O=C(COc1ccccc1C(=O)O)Nc1ccc(SC(F)F)cc1	-0.9%	-0.6%	-2.1%	1.0%	-17.9%	5.8%	0.8%	7.0%	0.7%
CCOC(=O)C1(Cc2ccccc2)CCCN(Cc2ccc(OCC)c(CO)c2)C1 (stereo unspecified)	11.1%[20 µM]	-0.1%	11.6%	0.0%	2.3%	/	-6.4%	23.0%	-0.1%
O=C(O)C1CCCN(C(=O)NCc2ccccc2)C1 (stereo unspecified)	-13.5%	-0.1%	11.2%	0.2%	-3.3%	-1.1%	2.4%	10.7%	-0.6%
O=C(c1cc(COc2ccc(F)cc2Cl)on1)N1CCN(C2CCCCC2)C(=O)C1	-1.4%	-0.2%	-4.0%	-1.2%	-4.8%	-2.8%	-5.8%	1.8%	-1.6%
COc1ccc(S(=O)(=O)N2CCCC(C(=O)O)C2)cc1Cl (stereo unspecified)	-8.8%	-0.1%	14.5%	0.6%	-10.1%	4.6%	-5.4%	-10.9%	1.6%
CCOc1ccc2nc(NC(=O)C3CCN(C(=O)c4ccco4)CC3)sc2c1	-19.3%	-0.1%	-2.6%	-0.3%	-7.3%	-0.4%	-12.1%	-3.3%	1.7%
CCN(C(=O)CCNC(=O)Cn1cnc2ccccc2c1=O)c1cccc(Cl)c1	-15.2%	0.1%	-20.8%	-0.2%	-28.1%	-1.0%	2.4%	11.9%	-1.0%
O=C(CSc1nc(-c2ccccc2)c(-c2ccccc2)[nH]1)NCCN1C(=O)CSC1=O	-16.0%	-0.3%	5.5%	1.3%	-6.9%	-0.9%	-4.2%	23.9%	1.5%
Clc1ccccc1Cc1noc(CN2CCCCC2CCc2ccccn2)n1 (stereo unspecified)	-5.8%	-0.2%	8.2%	-1.3%	-4.6%	17.9%	-3.6%	-5.3%	-0.4%
CCc1ccccc1NC(=S)N1CCN(c2ccccn2)CC1	-8.1%	-0.3%	-3.1%	0.1%	14.6%	7.4%	-6.5%	10.2%	-0.5%
Cc1c(NC(=O)OCCSc2nc(N(C)C)nc(N(C)C)n2)sc(=S)n1C	24.9%	-0.2%	-4.9%	?	-20.5%	4.0%	-2.0%	4.4%	0.5%
CC1(C)Cc2c(sc3nc(C4CC4)n(N)c(=O)c23)CO1	10.7%	-0.1%	3.8%	?	-7.2%	4.0%	-2.3%	12.5%	-0.7%
Cc1cc(N2C(=O)C3C4C=CC(C4)C3C2=O)ccc1Br (stereo unspecified)	8.6%	0.1%	-2.8%	0.2%	-9.7%	-8.0%	-4.0%	14.2%	-1.2%
N[C@@H](C(=O)N[C@@H]1C(=O)N2C(C(=O)O)=C(Cl)CS[C@H]12)c1ccccc1	-7.5%	-0.2%	-0.6%	-0.2%	-45.0%	-2.6%	6.0%	2.7%	11.4%
CC(C)(C)NC(=O)C(c1ccc(O)cc1)N(Cc1ccco1)C(=O)CCC(=O)Nc1ccccn1 (stereo unspecified)	-12.9%	0.3%	0.1%	-0.5%	-1.2%	-4.0%	-8.3%	-4.5%	2.9%
Cc1cc2nc(C3CCCN(C(=O)NCc4ccccc4)C3)[nH]c2cc1C (stereo unspecified)	1.8%	-0.1%	-3.1%	0.1%	-1.8%	3.9%	-5.6%	11.3%	0.9%
CC(C)NCC1CCc2cc(CO)c([N+](=O)[O-])cc2N1 (stereo unspecified)	7.9%	0.2%	-7.0%	0.1%	-8.3%	-1.0%	-3.7%	-4.2%	0.6%
CC(C)CC(c1nnnn1C1CCCCC1)N1CCN(C(=O)c2ccco2)CC1 (stereo unspecified)	-14.6%	-0.2%	0.3%	-1.0%	-22.8%	2.4%	-2.4%	-10.1%	0.7%
CCOC(=O)CC1=NN(c2ccccc2)C(=O)/C1=C\c1ccc(N(C)C)cc1	24.1%	0.0%	9.7%	0.1%	38.3%	1.2%	13.3%	-0.6%	4.4%
CCOC(=O)c1c(NC(=S)NC(=O)/C=C/c2cccs2)sc(C)c1C	-2.0%	1.0%	-7.4%	-0.3%	12.0%	-0.1%	-8.7%	-11.8%	2.8%
CCCC(=O)Nc1ccc2c(c1)nc(CN1CCN(C(=O)OCC)CC1)n2CC	-52.7%	1.1%	-7.1%	?	3.6%	-4.9%	1.3%	-6.7%	3.5%
O=C(CSc1nnc2ccc(-c3ccccc3)nn12)NCC1CCCO1 (stereo unspecified)	6.2%	0.2%	-10.6%	0.3%	-15.1%	-4.2%	1.7%	0.5%	1.4%
CCCC1CCc2c(sc(NC(=O)c3cccs3)c2C(N)=O)C1 (stereo unspecified)	-5.1%	-0.1%	3.4%	-0.6%	21.3%	0.5%	-1.4%	-0.9%	0.7%
CCOCCOC(=O)C1=C(C)NC(=O)NC1c1ccc2c(c1)OCO2 (stereo unspecified)	1.0%	-0.2%	-6.1%	-1.1%	-17.0%	4.5%	-12.7%	10.1%	0.5%
Cc1ccc(CNC(=O)CN(c2cccc([N+](=O)[O-])c2)S(=O)(=O)c2ccccc2)cc1	16.5%	0.2%	8.0%	-1.8%	-30.6%	-6.8%	-3.6%	4.6%	-4.3%
Cc1cccc(N2C(=O)c3cccc4c(N(C)CCO)ccc(c34)C2=O)c1	-8.4%	-0.2%	21.0%	/	7.8%	-3.5%	?	-7.3%	0.7%
Cc1cccc(OCC(=O)OC(C)CN2CCCCC2)c1 (stereo unspecified)	-8.6%	-0.2%	-4.1%	-0.3%	-29.1%	3.9%	-8.5%	10.5%	0.0%	Dengue-2 NS5 capping pilot replicate=-1.5
Cc1ccc(CNS(=O)(=O)c2ccc3c(c2)NC(=O)CO3)cc1	-34.1%	-0.2%	-0.2%	-0.8%	-9.3%	1.3%	0.5%	8.2%	1.3%
O=C(c1cccc(Cl)c1)N1CCn2c1nc1ccccc12	/	-0.1%	12.5%	-0.5%	-34.6%	/	-3.2%	11.5%	0.3%
CCS(=O)(=O)c1ccc(O)c(NC(=O)Nc2ccccc2OC)c1	11.8%	0.0%	9.2%	0.0%	-1.9%	10.8%	1.5%	4.7%	-1.7%
Cc1ccc(NC(=O)CN(C)CC(=O)Nc2ccccc2C(=O)Nc2ccccc2)cc1	0.4%	0.2%	-5.1%	-1.6%	-37.8%	-8.7%	-0.7%	7.3%	1.2%
O=C(CCc1nnc(COc2ccccc2)o1)NCCc1cccs1	-31.8%	0.0%	16.1%	0.3%	-30.6%	2.4%	5.4%	-13.2%	1.0%
c1ccc2c(CNc3ccc(CNc4ncn[nH]4)cc3)cccc2c1	-34.7%	1.0%	2.1%	-0.6%	-3.5%	-3.9%	5.5%	12.2%	-3.1%
CC(C)[C@H](NS(=O)(=O)c1ccc(Cl)cc1)C(=O)OCC(=O)NCCN1C(=O)CSC1=O	-10.9%	-0.1%	1.9%	-0.1%	-24.3%	1.9%	0.0%	-1.8%	-0.8%
COc1cc(OC)c(NC(=O)c2sc3ncn(CC(=O)N4CCOCC4)c(=O)c3c2C)cc1Cl	-7.8%	0.3%	5.7%	-0.2%	-18.0%	-4.0%	-0.5%	11.8%	-0.7%
CCN1/C(=C/c2ccc3cc(C)ccc3[n+]2C)Sc2ccc3sccc3c21	9.3%[20 µM]	-0.1%	?	-0.5%	44.5%	/	-40.7%	?	0.5%
c1ccc2c(c1)nc1n2CCS1	6.1%	0.2%	-5.9%	0.5%	-10.2%	2.0%	8.9%	-3.0%	0.8%
O=C(Nc1ccc(S(=O)(=O)N2CCOCC2)cc1)c1ccc2c(c1)S(=O)(=O)c1ccccc1C2=O	-87.7%[20 µM]	0.2%	-2.6%	-0.1%	-6.8%	0.3%	-4.5%	9.3%	5.5%
COc1ccc(C2CC(O)(c3ccccc3)Oc3c(C)ccc(C)c32)cc1 (stereo unspecified)	20.7%	0.7%	43.4%	0.6%	-1.9%	-5.0%	-2.8%	29.9%	-0.2%
O=C(Nc1ccccc1)c1sc(Cl)nc1-c1ccccc1	/	0.3%	-9.9%	0.3%	36.5%	1.4%	-5.1%	-2.5%	0.1%
CC(C)OP(=O)(OC(C)C)C1(NS(=O)(=O)c2ccc(Cl)cc2)C=C(Cl)C(=O)C(Cl)=C1	-32.8%	-0.1%	-21.9%	0.1%	-4.9%	5.1%	99.3µM*	-13.7%	14.3%
CCOC(=O)CNC(=O)c1cnc(Nc2ccccc2OC)c2ccccc12	7.7%	0.4%	-3.2%	-0.5%	-3.5%	-8.0%	-2.0%	-1.1%	1.4%
O=C(N/N=C/c1ccc(OCc2ccccc2)cc1)c1ccncc1	-7.6%	-0.1%	-10.1%	1.0%	-35.1%	-0.2%	-2.6%	6.4%	-1.1%
Cc1ccc(C(=O)N2CC(C(=O)O)C2)cc1	8.3%[20 µM]	-0.1%	1.9%	0.5%	1.0%	0.6%	/	5.8%	0.4%
Cc1ccc(NC(=O)C2CCC(CNc3c(N4CCC(C)CC4)c(=O)c3=O)CC2)cc1F (stereo unspecified)	3.1%	-0.3%	-7.1%	-0.1%	-6.7%	7.0%	-9.3%	20.6%	2.4%
CC(C)c1nc2ccc(C(=O)O)cc2[nH]1	-14.7%	0.0%	8.5%	-0.1%	-16.1%	-4.7%	-4.2%	-15.6%	5.9%

2 records drawn at random from the list so far:
SMILES	KOR beta-arrestin-1	GPR55 beta-arrestin	GPR35 arrestin U2OS	West Nile virus CPE	NOD1 inhibition	KOR beta-arrestin-2	Dengue-2 NS5 capping	GPR55 antagonists	HIV fusion peptide	others
c1ccc2c(c1)nc1n2CCS1	6.1%	0.2%	-5.9%	0.5%	-10.2%	2.0%	8.9%	-3.0%	0.8%
CC(C)c1nc2ccc(C(=O)O)cc2[nH]1	-14.7%	0.0%	8.5%	-0.1%	-16.1%	-4.7%	-4.2%	-15.6%	5.9%

The list is partial; rates above refer to the full screens.
